GRK2 aptamer HTS = inhibitors of human GRK2 displacing RNA aptamer. bead flow cytometry, FAM-aptamer displacement from GRK2. hit rate 0.59% among 330,000. inhibition of aptamer binding, % at 10 µM. P25098;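 active means inhibition of aptamer binding above 40%, roughly 3 SD of noise, on plates passing a quality check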;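 further: median bead fluorescence of bound FAM aptamer so fluorescent compounds give negative values; no value below 0 was filed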
Fam108B inh = Fam108B inhibition, counter-screen for RBBP9 inhibitors | recombinant Fam108B, FP-Rh probe fluorescence polarization | hit rate 0.33% among 300,000 | inhibition, % at 9.51 µM;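 active means inhibition above the screen mean inhibition plus 3 SD, computed separately per campaign, cut at about 18% in these data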;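 further: inhibitors lower polarization as less probe binds the enzyme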
MCL1-BIM inh = inhibitors of human MCL1 binding to BIM-BH3 peptide; GST-MCL1 / FITC-Bim-BH3 fluorescence polarization; inhibition, % at 10.9 µM; hit rate 0.68% among 320,000; Q07820;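 active means inhibition above the mean inhibition of all tested compounds plus 3 SD, set per campaign, cut at about 40% in these data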;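 further: 0% = DMSO wells and 100% = unlabeled Bim-BH3 peptide control; higher means more loss of mP so more displacement of Bim peptide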
Target sequence (Q07820 whole entry, looked up): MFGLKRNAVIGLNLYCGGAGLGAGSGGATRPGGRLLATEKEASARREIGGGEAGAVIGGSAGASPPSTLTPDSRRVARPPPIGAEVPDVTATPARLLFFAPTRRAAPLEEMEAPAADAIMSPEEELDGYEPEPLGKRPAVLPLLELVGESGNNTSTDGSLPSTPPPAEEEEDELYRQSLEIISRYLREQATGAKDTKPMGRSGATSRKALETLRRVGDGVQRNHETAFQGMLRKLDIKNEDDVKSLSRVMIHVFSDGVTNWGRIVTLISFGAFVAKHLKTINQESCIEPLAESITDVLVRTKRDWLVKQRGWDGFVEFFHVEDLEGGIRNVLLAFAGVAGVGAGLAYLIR
MEX-5 binding = C. elegans MEX-5 TCR-2 RNA binding activity; Q9XUB2; MEX-5/FITC-TCR2 RNA binding, fluorescence polarization; stronger effect = lower value; hit rate 0.38% among 300,000; activity score (negative = inhibition of binding), % at 10 µM; AID 1832;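 active means inhibition past about -25% in most replicates, and total fluorescence under double the plate's negative control median, limit read from the data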;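 further: 0% = DMSO and -100% = 5 µM competing unlabeled TCR2 RNA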
VLA-4 inh = inhibition in a human VLA-4 binding assay | AID 2557 | VLA-4 expressing cells, ligand binding flow cytometry | hit rate 0.2% among 330,000 | inhibition, % (about 7 µM as worked out from the volumes in the protocol); in the data active means inhibition above about 50%
AGP1 TOR yeast = modulators of TOR pathway AGP1-GFP in S. cerevisiae; AID 2066; GFP response vs DMSO, % at 10 µM; S. cerevisiae AGP1-GFP multiplex flow cytometry, 3 h; GFP as percent of DMSO wells; hit rate 0.02% among 320,000;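 active means GFP response relative to DMSO above a set limit, near screen average plus 3 SD, cut at about 150% in these data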;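 further: median GFP channel fluorescence of the gated AGP1 strain per well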
GLD-1 TGE inh = GLD-1-TGE RNA interaction inhibition (C. elegans); Q17339; purified GLD-1 + fluorescein TGE RNA, fluorescence polarization; inhibition, % at 5.96 µM; hit rate 0.44% among 320,000;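 active means percent inhibition above a per-plate cutoff, the plate mean of test compounds plus 3 SD, cut at about 30% in these data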;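 further: 0% = DMSO wells with GLD-1 and probe and 100% = wells lacking GLD-1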
Target sequence (Q17339 whole entry, looked up): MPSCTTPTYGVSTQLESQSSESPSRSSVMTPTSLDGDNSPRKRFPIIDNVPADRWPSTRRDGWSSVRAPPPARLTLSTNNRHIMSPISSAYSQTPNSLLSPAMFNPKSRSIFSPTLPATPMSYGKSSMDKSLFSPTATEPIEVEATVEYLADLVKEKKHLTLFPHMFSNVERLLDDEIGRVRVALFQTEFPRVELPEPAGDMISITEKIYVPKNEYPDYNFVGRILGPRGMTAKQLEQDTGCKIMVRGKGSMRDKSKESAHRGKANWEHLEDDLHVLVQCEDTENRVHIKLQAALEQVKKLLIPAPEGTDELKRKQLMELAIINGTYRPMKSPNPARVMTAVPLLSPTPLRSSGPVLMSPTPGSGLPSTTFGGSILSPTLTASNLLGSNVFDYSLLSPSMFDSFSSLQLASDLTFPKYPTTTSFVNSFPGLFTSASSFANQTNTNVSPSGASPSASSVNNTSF
Bcl-xL primary = blocks human Bcl-xL binding to Bim BH3 peptide; Q07817; GST-Bcl-xL / FITC-Bim BH3 peptide fluorescence polarization; inhibition, % at 10.9 µM; AID 2129; hit rate 0.7% among 320,000;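 active means inhibition above the mean of all tested compounds plus 3 SD, cutoff set per campaign, cut at about 30% in these data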;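 further: 0% = DMSO wells and 100% = unlabeled Bim-BH3 peptide competitor; inhibitors lower millipolarization by displacing the labeled peptide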
Target sequence (Q07817 whole entry, looked up): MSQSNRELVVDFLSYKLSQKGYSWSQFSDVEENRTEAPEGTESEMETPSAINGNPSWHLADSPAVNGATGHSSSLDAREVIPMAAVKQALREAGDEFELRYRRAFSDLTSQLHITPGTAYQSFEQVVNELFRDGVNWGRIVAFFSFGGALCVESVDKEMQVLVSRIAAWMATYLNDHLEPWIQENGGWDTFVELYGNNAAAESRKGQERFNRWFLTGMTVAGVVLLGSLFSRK
CIT2 TOR yeast = yeast TOR pathway CIT2-GFP modulation; S. cerevisiae CIT2-GFP strain, flow cytometry, 3 h; 100 means same as DMSO wells; GFP response vs DMSO, % at 10 µM; hit rate 0.065% among 320,000; AID 2029;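 active means GFP response relative to DMSO above a set limit, near the screen mean plus 3 SD, cut at about 150% in these data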;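 further: ratio of well median GFP fluorescence to mean of DMSO wells on the plate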
Active calls of the source: *; x = not tested or not shown.

SMILES	GRK2 aptamer HTS	Fam108B inh	MCL1-BIM inh	MEX-5 binding	VLA-4 inh	AGP1 TOR yeast	GLD-1 TGE inh	Bcl-xL primary	CIT2 TOR yeast
O=C(CNC(=O)C(c1ccccc1)c1ccccc1)OCC(=O)c1cccs1	8	2	9	-1.6	-2	99	-3	8	99
COc1cccc(NC(=O)Nc2cnccn2)c1	0	-1	-7	-1.5	0	105	-1	3	107
CC(=O)c1cccc(NC(=O)COc2ccccc2)c1	0	0	-2	1.0	-3	95	4	1	103
CO/N=C/CC(=O)c1cnc(-c2ccccc2)s1	2	2	-14	2.1	2	99	-18	-9	85
O=C(COc1ccccc1Cl)Nc1ccc(C(=O)O)cc1NC(=O)COc1ccccc1Cl	2	-2	2	0.7	0	88	-2	10	92
COc1cc(C=O)ccc1OCCOCCOc1ccc(Cl)cc1Cl	1	-3	0	-0.1	1	100	-2	2	97
CC(C)(C)C(=O)NC(=S)Nc1ccc(Cl)c(C(=O)O)c1	1	-2	0	-0.2	12	92	-2	2	91
COc1cccc(CNC(=O)CCC2CCCN(C(=O)c3csc(C(C)C)n3)C2)c1 (centres undefined)	3	-3	-4	-1.3	13	92	-8	4	95
COc1ccc(N(CC(=O)N2CCOCC2)S(C)(=O)=O)c(OC)c1	0	-3	-2	2.8	-7	106	-4	1	112
COc1cc(C(=O)Nn2c(O)c(C3=c4ccccc4=NC3=O)sc2=S)ccc1O	3	-1	9	-2.2	4	102	-3	16	100
CCNC(=O)NNC(=O)C1CC(c2cccs2)=NO1 (centres undefined)	0	3	1	2.4	5	93	-3	4	91
COc1ccc(Cl)cc1NC(=O)CN1CCN(Cc2ccccc2)CC1	x	-1	-13	3.4	17	95	-6	-2	102
CCn1ccc(C(=O)N2CCOCC2)n1	4	3	-2	-0.6	-2	110	10	-4	104
O=C(Nc1ccc(-n2cnnn2)cc1)C(c1ccccc1)c1ccccc1	4	-3	-7	1.4	40	101	5	-10	101
O=C(Nc1ccc(S(=O)(=O)NCc2cccnc2)cc1)c1ccccc1Cl	0	-2	3	-3.9	12	99	6	6	100
CC1CN(S(=O)(=O)N(C)C)CCN1S(=O)(=O)N(C)C (centres undefined)	1	-4	-3	1.4	-5	102	0	-3	95
Cc1cc(C)cc(NC(=O)CSc2nc3[nH]c(=O)cc(O)c3s2)c1	0	-3	-4	0.4	-4	106	0	5	103
Cc1cc(C)cc(NC(=O)CN2CCN(c3ccccc3)CC2)c1	0	0	5	4.2	6	103	6	1	106
CC(C)(C)C(=O)/C=C1\SCC(=O)N1CC(=O)N1CCN(c2ccccc2)CC1	1	x	x	x	14	96	3	x	99
COc1ccccc1CN1CCC(CNS(=O)(=O)c2cc(-c3cc(C)no3)ccc2OC)CC1	0	1	5	0.7	2	111	-1	5	99
CN(C)CCNC(=O)c1cccc(S(=O)(=O)Nc2ccc(F)cc2)c1	0	-1	-2	0.5	1	99	-3	3	94
CCCCNC(=O)CSc1nccn1Cc1ccccc1	1	0	0	2.0	-3	91	-8	3	90
Cc1c(C(=O)NCC2CCCO2)oc2ccc3c(c12)C(=O)CC(C)(C)O3 (centres undefined)	1	-1	1	-2.4	0	90	5	1	89
CCOc1ccc(S(=O)(=O)N2CCCCC2)cc1NC(=O)C1CSC2(C)CCC(=O)N12 (centres undefined)	0	0	-10	3.9	9	90	1	-11	90

An excerpt from above in order of the CIT2 TOR yeast value, falling:
SMILES | GRK2 aptamer HTS | MCL1-BIM inh | MEX-5 binding | VLA-4 inh | AGP1 TOR yeast | GLD-1 TGE inh | Bcl-xL primary | CIT2 TOR yeast
O=C(Nc1ccc(S(=O)(=O)NCc2cccnc2)cc1)c1ccccc1Cl | 0 | 3 | -3.9 | 12 | 99 | 6 | 6 | 100
COc1ccccc1CN1CCC(CNS(=O)(=O)c2cc(-c3cc(C)no3)ccc2OC)CC1 | 0 | 5 | 0.7 | 2 | 111 | -1 | 5 | 99
CCNC(=O)NNC(=O)C1CC(c2cccs2)=NO1 (centres undefined) | 0 | 1 | 2.4 | 5 | 93 | -3 | 4 | 91

Further compounds.
SMILES	GRK2 aptamer HTS	Fam108B inh	MCL1-BIM inh	MEX-5 binding	VLA-4 inh	AGP1 TOR yeast	GLD-1 TGE inh	Bcl-xL primary	CIT2 TOR yeast
O=C1c2cccc3cccc(c23)C(=O)N1c1ccc2ncccc2c1	0	0	-2	x	-3	104	-5	-3	94
O=C(CSc1nnc(-c2cccnc2)o1)Nc1ccc(Cl)cc1	0	-2	-1	0.1	-1	99	-1	2	97
O=C(NCCNC(=O)c1ccccn1)c1ccccc1	2	-1	-23	-2.7	-5	99	-7	-13	105
CC(=O)c1cccc(OCC(O)CN2CCN(C(=O)c3ccco3)CC2)c1 (centres undefined)	0	4	8	-4.5	5	100	5	3	92
O=C(CNC(=O)c1ccccc1)OCCOc1cccc(Cl)c1	1	-1	2	0.9	-3	106	0	3	100
O=C(Cn1cccc1)Nc1ccc(F)cc1F	1	-1	5	-0.7	8	94	5	6	94
C=CCO/N=C(/C)c1ccc(Oc2cnccn2)cc1	3	-2	8	-0.2	3	106	7	0	101
CC(=O)Nc1ccc(SC[C@H](C)CN2CC[C@H](O)CCC2=O)cc1	3	x	7	x	-3	100	1	4	107
COC(=O)Cc1c(C)nc2nc(-c3cccnc3)[nH]n2c1=O	2	3	-3	-0.2	8	101	3	-3	98
Cc1ccc(C(=O)Cn2c(NCCO)nc3ccccc32)cc1	5	0	-3	1.9	9	104	-5	-3	95
CCOC(=O)c1c(NC(=O)/C=C/C(=O)O)sc(C)c1-c1ccc(C)c(C)c1	3	-1	1	1.1	7	97	-3	5	88
Cc1ccccc1NC(=O)CSc1ccc(-c2ccc(-n3cccn3)cc2)nn1	0	0	0	-1.5	13	106	1	5	93
O=C(CSc1ccc(Cl)cc1)N1CCOCC1	0	-7	4	1.1	-13	104	2	4	108
Cc1c(C(=O)Nc2ccc(F)c(F)c2)oc2ccc(S(=O)(=O)N3CCCCC3)cc12	5	-32	14	1.4	18	101	4	8	96
Cc1ccc(/C=N/N2CCN(c3ccccn3)CC2)cc1	0	3	-2	-0.6	11	92	8	1	94
COC(=O)c1c(NC(=O)C2CC=CCC2C(=O)O)sc(C)c1C (centres undefined)	1	1	5	-2.0	9	88	5	7	83
CN(CC(=O)Nc1ccc(F)c(F)c1F)C(=O)CCCSc1nc2ccccc2[nH]1	3	-3	-8	0.5	-4	105	4	4	97
O=C(N=C1SC2CS(=O)(=O)CC2N1c1ccc(F)cc1F)C1CC1 (centres undefined)	0	-1	0	0.3	13	99	10	1	99
O=C(NC(=S)Nc1ccccc1Br)c1ccco1	1	3	8	-0.6	-19	99	1	7	114
COc1ccc(-c2nc(SC(C)C(=O)NCC3CCCO3)n[nH]2)cc1 (centres undefined)	0	2	-24	-1.6	20	111	4	-13	92
Cc1ccc(Nc2nc(C(=O)N3CCC(C(=O)NCCN4CCOCC4)CC3)cs2)cc1	0	0	2	-1.0	15	105	4	4	94
O=C(OCC(=O)N1CCN(c2ccccc2)CC1)c1ccccc1NCCO	0	4	0	-1.0	4	109	6	-2	104
O=C(CSc1nc2nn(-c3ccccc3)c(=O)c-2c2n1CCCCC2)NCCc1ccccc1	3	5	11	-0.6	2	104	4	9	108
CCC(C)C(NC(=O)OC(C)(C)C)C(=O)NCc1ccco1 (centres undefined)	0	1	5	-1.5	5	98	3	3	96
C#CCOCCOCCOCCNc1nc(N2CCN(C(=O)CCCCCCCCCCNC(=O)[C@@H](CCSC)n3cc(CCO)nn3)CC2)nc(N2CCN(C(=O)CCCCCCCCCCNC(=O)[C@H]([C@@H](C)CC)n3cc(CCCCN=C(N)N)nn3)CC2)n1	0	-39	-135	x	15	78	-2	-13	84
O=C(/C=C/c1ccccc1)NC(=S)Nc1cccnc1	35	0	27	-0.4	-8	100	8	17	100
NC(N)=Nc1nc2ccccc2o1	0	-1	-3	-1.6	-1	112	6	-2	112
COc1cc(CN(C)C)cc(C=O)c1O	0	-2	-2	0.3	4	77	-5	2	67
Cc1ccc([N+](=O)[O-])cc1NC(=O)Nc1onc(C)c1C	1	1	0	1.0	7	105	-4	2	100
CCN(CC)CCN(C(=O)c1cccc(N2C(=O)CCC2=O)c1)c1nc2cc3c(cc2s1)OCO3	1	-2	-2	0.7	2	104	0	4	109
C=CCn1cccc(C(=O)Nc2ccc(OCC)cc2)c1=O	1	2	-7	-2.8	11	100	4	6	x
CCOC(=O)CSc1ccc(C(=O)NCCCN2CCOCC2)cc1[N+](=O)[O-]	8	0	-5	0.5	20	104	2	-5	107
O=C1CC(N2CCN(c3ccccc3Cl)CC2)C(=O)N1c1cccc(F)c1 (centres undefined)	3	1	7	-0.5	0	97	9	8	91
CC(=O)c1cc(F)c(N2CCN(C(=O)C(C)(C)C)CC2)cc1C	0	0	2	-0.3	2	95	1	2	112
O=C(NC1CCCCCCC1)c1cc([N+](=O)[O-])ccc1Cl	2	1	14	0.7	18	106	0	2	99
COC(=O)Cn1c(=NC(=O)c2nc3ccccc3s2)sc2cc(S(N)(=O)=O)ccc21	0	-21	2	1.8	1	110	1	9	108
Cc1ccc(C(=O)OCC(=O)Nc2ccc3[nH]c(=O)[nH]c3c2)cc1S(=O)(=O)N1CCOCC1	0	-1	-6	2.5	15	97	3	-4	97
Cc1ccc(S(=O)(=O)Cc2cc(-c3ccc(Cl)cc3)no2)cc1	4	-1	5	-2.0	9	101	0	9	89
Cc1nc(NC(=O)c2ccccc2)sc1-c1csc(NCc2ccccc2)n1	2	17	2	-0.8	-2	96	3	-1	93
O=C(CCNS(=O)(=O)c1ccc(Br)cc1)NCc1cccs1	4	0	12	1.8	4	94	-9	10	99
O=C(CCNC(=O)c1ccccc1Cl)N/N=C\c1ccc(O)cc1	0	2	1	-0.9	-3	101	-8	4	106
CCCNC(=O)C(Cc1ccccc1)NS(=O)(=O)c1cccc2nsnc12 (centres undefined)	0	1	1	-2.3	9	100	-1	-1	x
COc1cccc(-c2cc(C(F)(F)F)n3ncc(C(=O)NCC4CCCO4)c3n2)c1 (centres undefined)	0	-5	-2	0.0	0	88	-1	-2	96
CCCn1c(NC(=O)C23CC4CC(CC(O)(C4)C2)C3)nc2ccccc21	0	0	3	-1.2	-1	95	0	1	90
O=C(CNC(=S)N(CCCN1CCOCC1)Cc1cccs1)NCCN1CCOCC1	3	-2	-4	1.2	5	96	6	-1	87
C=CCNc1nc2c(c(=O)n(C)c(=O)n2C)n1Cc1ccc(F)cc1	0	2	-4	0.8	17	97	1	2	120
Cn1c(N)c(C(=O)CSc2nnc(-c3ccccc3F)n2N)c(=O)n(C)c1=O	0	5	3	-2.4	16	99	-1	9	82
O=C(O)c1ccc(COc2c(F)c(F)cc(F)c2F)cc1	0	3	5	-0.1	7	93	0	5	107
CCNC(=O)CC1C(=O)N(c2ccccc2)C(=O)N1Cc1ccc(OC)cc1 (centres undefined)	0	3	7	-1.8	3	91	3	4	94
CC(C)COc1ccc(CNC(=S)Nc2ccccc2)cc1Cl	2	-8	8	4.4	15	96	4	5	99
O=C1c2cccnc2C(Nc2ccc(S(=O)(=O)N3CCCCC3)cc2)N1Cc1ccccc1 (centres undefined)	4	0	6	1.4	-2	112	1	3	102
Cc1ccc(C(=O)Cn2nnc3c(sc4nc5c(c(-c6ccccc6)c43)CCC5)c2=O)cc1	0	-6	3	-0.2	14	105	-3	7	104
O=C(NCc1ccccc1)C(c1ccncc1)N(C(=O)c1csnn1)C1CC1 (centres undefined)	4	5	-5	0.6	5	103	-11	-2	99
CCCN(CCC)C(=O)C1c2ccccc2Oc2ccccc21	0	-5	0	-1.7	9	98	9	2	104

Source: PubChem
